Bioassay records (PubChem)
PAFAH1B2 inh = PAFAH1B2 (human) inhibition; inhibition, % at 3.39 µM; AID 492953; P68402; recombinant PAFAH1B2, FP-rhodamine activity probe, fluorescence polarization; 340,000 compounds, 1.2% hits;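 active = inhibition above the mean of all tested compounds plus 3 SD, cut at about 24% in these data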;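 also: 0% = enzyme with DMSO and 100% = wells lacking PAFAH1B2; many of its hits are not listed in these tables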
PAFAH1B3 inh = PAFAH1B3 (human) inhibition; inhibition, % at 3.39 µM; Q15102; recombinant PAFAH1B3, FP-rhodamine probe, fluorescence polarization; 340,000 compounds, 0.28% hits;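 active = inhibition above the screen-wide average of all tested compounds plus 3 SD, cut at about 25% in these data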;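 also: 0% = enzyme with DMSO only and 100% = wells lacking PAFAH1B3 protein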
Target sequence (Q15102 whole entry, looked up): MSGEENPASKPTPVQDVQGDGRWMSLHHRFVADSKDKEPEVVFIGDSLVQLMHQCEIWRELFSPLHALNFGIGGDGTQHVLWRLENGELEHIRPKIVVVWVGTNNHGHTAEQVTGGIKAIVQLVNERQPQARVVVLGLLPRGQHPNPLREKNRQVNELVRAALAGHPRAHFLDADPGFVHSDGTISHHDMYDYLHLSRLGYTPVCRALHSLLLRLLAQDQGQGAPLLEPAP
LYPLA2 inh = blocks human lysophospholipase 2, a PME1 counter-screen; AID 2177; 320,000 compounds, 0.38% hits; inhibition, % at 5.9 µM; O95372; recombinant LYPLA2, FP-Rh probe fluorescence polarization;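 active = inhibition above the screen-wide mean plus 3 SD, limit set per campaign, cut at about 26% in these data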;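 also: 0% = LYPLA2 with DMSO and 100% = wells lacking LYPLA2 enzyme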
PME-1 primary = blocks human protein phosphatase methylesterase 1 | Q9Y570 | recombinant PME-1, FP-Rh probe fluorescence polarization | inhibition, % at 5.9 µM | 320,000 compounds, 0.53% hits | AID 2130;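 active = inhibition above the campaign mean of all compounds plus 3 SD, cut at about 26% in these data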;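 also: competitive labeling of PME-1 active site by serine hydrolase directed probe; 0% = PME-1 with DMSO and 100% = wells lacking PME-1 enzyme; inhibitors block probe labeling so polarization falls and inhibition rises; many of its hits are not listed in these tables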
LYPLA1 counter = LYPLA1 (human) inhibition in PME1 counter-screen; 320,000 compounds, 0.16% hits; inhibition, % at 5.9 µM; AID 2174; O75608; recombinant LYPLA1, FP-Rh probe fluorescence polarization;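 active = inhibition above the mean of all tested compounds plus 3 SD, set per campaign, cut at about 14% in these data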;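 also: inhibitors block serine hydrolase probe labeling of LYPLA1 so polarization falls; 0% = enzyme with DMSO and 100% = wells lacking LYPLA1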
pPAFAH inh = inhibitors of human plasma PAF acetylhydrolase (pPAFAH). Q13093. recombinant pPAFAH, FP-rhodamine probe fluorescence polarization. inhibition, % at 3.39 µM. 330,000 compounds, 1.5% hits. AID 463082;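 active = inhibition above the mean inhibition across the screen plus 3 SD, cut at about 25% in these data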;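 also: inhibitors block binding of the rhodamine activity-based probe so polarization drops; 0% = enzyme with DMSO and 100% = wells lacking pPAFAH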
Target sequence (Q13093 whole entry, looked up): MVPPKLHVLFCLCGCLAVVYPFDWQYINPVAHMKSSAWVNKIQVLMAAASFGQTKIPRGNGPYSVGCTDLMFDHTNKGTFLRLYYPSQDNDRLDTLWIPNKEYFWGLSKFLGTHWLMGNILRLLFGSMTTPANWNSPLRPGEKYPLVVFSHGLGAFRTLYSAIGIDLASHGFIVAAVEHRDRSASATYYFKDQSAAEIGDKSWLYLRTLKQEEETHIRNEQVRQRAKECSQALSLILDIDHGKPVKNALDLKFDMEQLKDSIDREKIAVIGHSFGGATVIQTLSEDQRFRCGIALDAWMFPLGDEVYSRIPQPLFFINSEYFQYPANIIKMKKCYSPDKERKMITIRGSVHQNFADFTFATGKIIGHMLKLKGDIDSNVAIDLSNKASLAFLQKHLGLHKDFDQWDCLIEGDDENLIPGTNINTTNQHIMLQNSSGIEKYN
PAD4 FP inh = inhibitors of human PAD4 | recombinant PAD4, RCA probe fluorescence polarization | inhibition, % at 6.36 µM | 330,000 compounds, 0.41% hits | AID 485272;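 active = percent inhibition above a cutoff equal to the mean of all tested compounds plus 3 SD, cut at about 15% in these data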;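 also: 0% = PAD4 with RCA probe and DMSO and 100% = probe without PAD4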
PREPL inhibitor = human PREPL enzyme inhibition. Q4J6C6. recombinant PREPL, fluorescence polarization activity-based probe. inhibition, % at 5.96 µM. 320,000 compounds, 0.68% hits; in the data active = inhibition above about 43%;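 also: 0% = enzyme with DMSO and 100% = wells lacking enzyme; many of its hits are not listed in these tables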
GSTO1 inh = counter-screen for RBBP9 inhibitors: inhibitors of human GSTO1; 300,000 compounds, 1.1% hits; P78417; recombinant GSTO1, activity-based probe fluorescence polarization; inhibition, % at 5.96 µM; AID 1974;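 active = inhibition above the campaign mean inhibition plus 3 SD, cut at about 35% in these data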;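 also: 0% = GSTO1-1 with DMSO and 100% = wells lacking GSTO1-1 enzyme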
Target sequence (P78417 whole entry, looked up): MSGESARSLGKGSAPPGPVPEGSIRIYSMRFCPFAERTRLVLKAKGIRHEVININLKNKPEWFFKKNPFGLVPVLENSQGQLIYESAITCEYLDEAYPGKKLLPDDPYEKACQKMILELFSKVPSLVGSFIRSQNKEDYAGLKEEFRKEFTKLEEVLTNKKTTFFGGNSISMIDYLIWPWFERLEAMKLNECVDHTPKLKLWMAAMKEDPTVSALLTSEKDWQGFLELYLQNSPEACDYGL
An asterisk follows results filed as active; · = not tested or not shown. The list is partial; rates above refer to the full screens.

SMILES	PAFAH1B2 inh	PAFAH1B3 inh	LYPLA2 inh	PME-1 primary	LYPLA1 counter	pPAFAH inh	PAD4 FP inh	PREPL inhibitor	GSTO1 inh
CC(C(=O)Nc1nc(-c2ccc(F)cc2)cs1)N1C(=O)C2CC=CCC2C1=O (centres undefined)	-7	7	-4	-3	-5	-1	-5	33	·
CCN(CC)CCNCC(O)(c1ccc(Cl)cc1)c1ccc(Cl)cc1	4	0	-25	-5	-4	-4	0	7	2
CCCCN(CCCC)S(=O)(=O)c1ccc(OC)c2ncccc12	6	5	-1	-12	-6	0	0	9	-1
CCOc1cc2c(cc1OC)C(c1cccc([N+](=O)[O-])c1)NCC2 (centres undefined)	3	4	3	6	0	1	0	1	-5
O=C(c1cc([N+](=O)[O-])[nH]n1)N1CCSCC1	6	-8	-2	4	-1	1	0	2	2
Cc1ccc(CN(C)C(=O)c2cccc(S(=O)(=O)N3CCCC3)c2)o1	2	4	·	·	·	-2	2	0	·
O=C(CCCOc1ccccc1)Nc1cccc(S(=O)(=O)N2CCCCCC2)c1	-3	4	-6	-4	-4	3	-4	4	·
CC(=O)N(c1nc(/C=C\C(=O)O)cs1)c1ccccc1F	4	6	4	6	4	4	2	2	4
CCCS(=O)(=O)N1CCCC(C(=O)NCCN2CCC(Cc3ccccc3)CC2)C1 (centres undefined)	2	4	6	0	3	1	-3	27	5
COc1ccc(-c2occ(C(=O)O)c2C(=O)O)cc1	3	4	7	-3	0	0	0	7	4
COc1ccc(-c2csc(C3=C(O)CN(C(C)C)C3=N)n2)cc1OC	-4	7	-3	2	-1	8	-4	9	7
COC1CCCN(Cc2nc(Cc3ccccc3F)no2)C1 (centres undefined)	2	3	-4	-4	0	-1	-1	17	-6
Cc1ccc(O)c(-c2cc(C(=O)Nc3cccnc3)[nH]n2)c1	2	1	-9	-4	-2	0	-3	5	-2
CCOC(=O)CC(=O)NC(CC(=O)OC)c1ccc(C(C)C)cc1 (centres undefined)	29*	6	-2	-9	4	0	1	3	14
COc1cc(OC)c(C(=O)CCCN2CCCC2)c(OC)c1	-1	15	1	4	-2	-4	-5	-1	-1
OCCN(CCO)c1ccc2ccccc2c1	0	4	7	10	1	8	0	35	15
O=C(O)CC12CC3CC(C1)CC(n1ncc(NCc4ccco4)c(Cl)c1=O)(C3)C2	6	12	-1	-8	0	9	0	11	1
CC1(C)Cc2nc(N3CCOCC3)c(C#N)cc2CO1	0	5	-2	4	3	-1	3	8	9
CC(C)(C)c1ccc(/C=N/NC(=O)CN2CCS(=O)(=O)CC2)cc1	13	10	-3	-1	2	2	1	-3	4
CSc1ncccc1C(=O)Nc1ccccc1N1CCOCC1	3	11	·	·	·	3	2	8	·
Cc1cccc(-c2sc(Nc3ccccc3)n[n+]2-c2ccccc2)c1	0	1	2	-6	-3	-3	-5	-7	-2
CCSS(=O)(=O)c1cccc2cccnc12	·	·	-2	4	1	-1	0	3	6
CC1CCCN(C(=O)CSc2nnc(-c3cccnc3)n2C2CCCCC2)C1 (centres undefined)	8	-2	2	0	3	-3	0	17	8
CN(C)c1ccc(-c2nn3c(-c4cccnc4)nnc3s2)cc1	·	·	0	4	-6	6	1	31	1

Results in PME-1 primary, pPAFAH inh and LYPLA2 inh (2 entries from above):
| molecule | PME-1 primary | pPAFAH inh | LYPLA2 inh |
| --- | --- | --- | --- |
| CCSS(=O)(=O)c1cccc2cccnc12 | 4 | -1 | -2 |
| CC1CCCN(C(=O)CSc2nnc(-c3cccnc3)n2C2CCCCC2)C1 (centres undefined) | 0 | -3 | 2 |

The listing continues:
SMILES	PAFAH1B2 inh	PAFAH1B3 inh	LYPLA2 inh	PME-1 primary	LYPLA1 counter	pPAFAH inh	PAD4 FP inh	PREPL inhibitor	GSTO1 inh
COc1ccc(CNC(=O)C2CCN(C(=O)c3ccccc3)CC2)cc1	2	3	-1	-1	2	3	-3	-5	-4
O=C1C(=O)N(CC2CCCO2)C(c2ccco2)/C1=C(/O)c1ccc(F)cc1 (centres undefined)	1	9	0	3	2	1	-2	0	-1
CC(NC(=O)c1ccccc1NC(=O)c1ccccc1)C(=O)N1CCOCC1 (centres undefined)	3	4	2	1	1	5	4	-9	6
CCOc1ccc(/C=C(/NC(=O)c2ccccc2Cl)C(=O)O)cc1	1	8	14	1	3	4	-4	7	8
CC(=O)Nc1ccc(S(=O)(=O)N(C)CC(=O)N/N=C/c2cccs2)cc1	5	0	7	5	2	6	2	7	2
C/C(=N\N(C)C)c1ccc(OCCOc2ccc([N+](=O)[O-])cc2)cc1	4	-1	20	8	2	0	-2	4	-8
COC(=O)C(NC(C)=O)(Nc1ccc(Br)cn1)C(F)(F)F (centres undefined)	2	5	0	2	-1	6	1	-3	-7
O=C(CCN1CCCC1Cc1ccccc1)c1ccc2c(c1)OCCO2 (centres undefined)	4	2	17	5	7	1	3	2	-8
NS(=O)(=O)c1ccc(NC(=O)CSc2cn[nH]n2)cc1	-1	2	-5	-5	-1	1	0	-10	-3
FC(F)(F)c1nnc2c(Sc3ccccc3)nc3ccccc3n12	7	-3	3	-3	-3	8	-1	9	-5
COc1cc(/C=N/N=C2/C(=O)Nc3ccccc32)ccc1O	5	6	6	13	7	3	-5	5	13
S=C(NCC(c1cccnc1)N1CCOCC1)NC1CCCCC1 (centres undefined)	0	5	6	-2	4	4	0	-1	2
COc1ccc(CCNC(=O)CSc2nnc(Cc3csc(N)n3)n2C)cc1OC	1	7	6	-1	-1	-1	-3	-10	1
COc1ccc(Nc2ncnc3ccccc23)cc1	2	4	10	2	2	-2	-3	1	2
COc1ccc(N(Cc2ccccc2)S(=O)(=O)c2ccc(C)cc2)cc1	·	·	0	-5	-4	5	-4	11	2
COc1ccc(NC(=O)c2cccc(S(=O)(=O)N3CCc4ccccc43)c2)cn1	3	6	-11	-4	-5	-3	1	-28	-12
CCOc1ccc2nc(NC(=O)CSc3nc4cccnc4n3C)sc2c1	0	4	4	-6	-1	16	5	5	1
COc1cc(CNc2ccc(C(=O)O)cc2)cc(Br)c1OCC(=O)NC(C)(C)C	3	7	-2	7	1	-3	-5	3	3
Cc1nnc(C)n1/N=C/c1ccc(-c2ccccc2)cc1	0	9	4	-2	-2	5	-2	-26	-4
CC(C)[C@H](NC(=O)c1ccccc1)C(=O)OCC(=O)N1CCc2ccccc2C1	2	6	0	-1	2	4	2	1	0
CC1(C)C2CCC(C2)C1(C)NC(=O)CNCC1CCCCC1 (centres undefined)	6	3	0	7	1	-1	-4	-15	0
CC(CN(C(N)=O)c1ccccc1O)C(=O)O (centres undefined)	-2	11	0	-4	-1	1	-10	2	8
O=C(O)c1ccc2c(c1)S(=O)(=O)c1cc(Cl)ccc1C2=O	7	-4	5	2	0	5	0	2	·
COc1ccc(/C=N/N=C2\SCC(=O)N2c2c(C)n(C)n(-c3ccccc3)c2=O)cc1OC	-2	0	-7	-2	-7	6	3	3	7
COc1cc(CNCc2ccc(OC)cc2OC)cc(OC)c1	12	9	-4	-5	0	4	0	4	-2
Nc1nc(SCC(=O)c2ccc(Oc3ccccc3)cc2)n[nH]1	6	-6	5	5	-5	5	-1	-4	-4
CCn1c(SCC(=O)NC2CC2)nnc1-c1ccncc1	5	3	-1	4	4	3	2	1	1
O=C(NCC(c1cccs1)N1CCOCC1)c1ccc(Cl)c([N+](=O)[O-])c1 (centres undefined)	-6	2	-2	-1	0	2	0	-4	4
Cc1cc(C)c(S(=O)(=O)N2CCN(C(=O)C3COc4ccccc4O3)CC2)c(C)c1 (centres undefined)	4	13	1	11	-2	2	-1	-11	·
Cc1cccc(NCCNc2cccc(C)c2)c1	0	9	3	-4	-3	3	-3	14	6
CC(C)C(OC(=O)c1ccco1)C(=O)NC1CCCC1 (centres undefined)	6	1	3	-5	1	9	0	5	3
Cc1c(C)n2c(SCC(=O)N3CCOCC3)nnc2[nH]c1=O	2	8	1	-14	-3	-7	1	0	7
CCN(CC)S(=O)(=O)c1ccc(Cl)c(NC(=O)COC(=O)/C=C/c2ccc(O)c(OC)c2)c1	-3	0	12	20	-4	37*	1	10	1
Cc1ccc(Cl)cc1NC(=S)N/N=C/c1cccc2ccccc12	0	-4	-35	-15	-22	-14	3	12	-14
O=C(Nc1cccc(S(=O)(=O)N2CCOCC2)c1)c1ccc(=O)[nH]c1	-1	10	·	·	·	-3	2	10	·
CN(CCOc1ccccc1)C(=O)C1CCN(C(=O)c2ccc(Cl)cc2)CC1	0	7	8	-3	1	-2	-1	23	1
COc1ccc(C2=CC(=O)OC3(CCCC3)O2)cc1	1	-8	4	-6	3	7	3	-8	-3
Cc1cc(C)cc(S(=O)(=O)Cc2noc(C(=O)NCc3ccccc3)c2C(=O)NCc2ccccc2)c1	-1	-7	·	·	·	-4	-1	6	·
Cc1ccc(CN2CCNC(=O)C2CC(=O)N(C)C(C2CC2)C2CC2)o1 (centres undefined)	-2	4	6	-2	1	0	-6	-3	3
CCNS(=O)(=O)c1ccc(OC)c(C(=O)NC2CCCCC2)c1	10	4	-3	-6	0	-3	-8	-6	-1
CC(Sc1nnc(-c2ccc(OC(F)F)cc2)o1)C(=O)NCC1CCCO1 (centres undefined)	3	1	-3	-2	-1	5	-1	4	-3

In a second layout: entries from further up
Each structure is followed by: PAFAH1B2 inh, PAFAH1B3 inh, LYPLA2 inh, PME-1 primary, LYPLA1 counter, pPAFAH inh, PAD4 FP inh, PREPL inhibitor, GSTO1 inh
- CC(C(=O)Nc1nc(-c2ccc(F)cc2)cs1)N1C(=O)C2CC=CCC2C1=O (centres undefined)
 : -7, 7, -4, -3, -5, -1, -5, 33, ·
- CCN(CC)CCNCC(O)(c1ccc(Cl)cc1)c1ccc(Cl)cc1
 : 4, 0, -25, -5, -4, -4, 0, 7, 2

Full records, quoted from the list.
`COc1ccc(CNC(=O)C2CCN(C(=O)c3ccccc3)CC2)cc1` as listed: PAFAH1B2 inh = 2; PAFAH1B3 inh = 3; LYPLA2 inh = -1; PME-1 primary = -1; LYPLA1 counter = 2; pPAFAH inh = 3; PAD4 FP inh = -3; PREPL inhibitor = -5; GSTO1 inh = -4
`CCCS(=O)(=O)N1CCCC(C(=O)NCCN2CCC(Cc3ccccc3)CC2)C1` (centres undefined) as listed: PAFAH1B2 inh = 2; PAFAH1B3 inh = 4; LYPLA2 inh = 6; PME-1 primary = 0; LYPLA1 counter = 3; pPAFAH inh = 1; PAD4 FP inh = -3; PREPL inhibitor = 27; GSTO1 inh = 5
`CC(C(=O)Nc1nc(-c2ccc(F)cc2)cs1)N1C(=O)C2CC=CCC2C1=O` (centres undefined) as listed: PAFAH1B2 inh = -7; PAFAH1B3 inh = 7; LYPLA2 inh = -4; PME-1 primary = -3; LYPLA1 counter = -5; pPAFAH inh = -1; PAD4 FP inh = -5; PREPL inhibitor = 33; GSTO1 inh = ·
